Cl transport mod: modulators of human KCC2 chloride dependent transport | Q9H2X9 | KCC2 cells, thallium flux FluoZin-2 fluorescence | B-score of Tl+ flux slope (higher = more flux/activation; lower = inhibition) at 10 µM | actives 2.2% (n = 190,000);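 active = thallium flux slope and its plate-corrected score both differing from the plate sample mean at a set confidence after two filtering rounds, in either direction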;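 also: slope of fluorescence scaled to starting intensity during 10 to 20 s after thallium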
Target sequence (Q9H2X9 whole entry, looked up): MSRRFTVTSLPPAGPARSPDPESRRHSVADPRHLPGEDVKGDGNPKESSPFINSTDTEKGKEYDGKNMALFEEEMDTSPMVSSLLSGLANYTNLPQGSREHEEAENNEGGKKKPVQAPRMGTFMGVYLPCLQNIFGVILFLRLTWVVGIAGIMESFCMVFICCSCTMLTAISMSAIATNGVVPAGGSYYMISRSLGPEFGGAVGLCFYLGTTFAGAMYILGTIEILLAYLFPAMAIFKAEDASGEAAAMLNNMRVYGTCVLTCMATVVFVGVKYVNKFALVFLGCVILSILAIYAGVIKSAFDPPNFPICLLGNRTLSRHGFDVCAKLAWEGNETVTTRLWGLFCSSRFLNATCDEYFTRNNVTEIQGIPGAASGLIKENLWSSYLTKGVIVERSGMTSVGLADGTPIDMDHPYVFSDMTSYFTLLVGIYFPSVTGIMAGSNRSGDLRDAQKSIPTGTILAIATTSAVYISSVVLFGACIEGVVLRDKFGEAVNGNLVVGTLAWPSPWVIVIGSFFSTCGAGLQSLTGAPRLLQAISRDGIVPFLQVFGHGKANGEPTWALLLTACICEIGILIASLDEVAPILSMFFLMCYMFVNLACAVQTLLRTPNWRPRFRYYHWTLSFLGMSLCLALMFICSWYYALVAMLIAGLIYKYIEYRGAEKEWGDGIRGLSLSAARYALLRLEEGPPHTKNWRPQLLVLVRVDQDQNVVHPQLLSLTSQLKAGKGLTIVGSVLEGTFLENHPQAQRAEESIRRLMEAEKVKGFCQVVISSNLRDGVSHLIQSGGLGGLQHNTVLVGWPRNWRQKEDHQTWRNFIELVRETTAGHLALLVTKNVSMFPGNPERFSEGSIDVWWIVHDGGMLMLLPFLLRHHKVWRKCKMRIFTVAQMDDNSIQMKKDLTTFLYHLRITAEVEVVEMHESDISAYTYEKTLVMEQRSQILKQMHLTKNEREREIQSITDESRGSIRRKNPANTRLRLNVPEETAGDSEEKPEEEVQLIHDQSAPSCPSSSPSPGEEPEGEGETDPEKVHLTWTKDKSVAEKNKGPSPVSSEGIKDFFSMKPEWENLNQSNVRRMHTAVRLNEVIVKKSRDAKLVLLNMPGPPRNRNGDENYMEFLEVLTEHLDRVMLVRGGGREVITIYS
thrombin 1536: blocks human thrombin protease activity | actives 0.26% (n = 220,000) | AID 1046 | alpha-thrombin, Boc-VPR-AMC fluorogenic substrate cleavage | inhibition, % at 5 µM | P00734;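 active = inhibition at or above 40%; inactive = inhibition below 40%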;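 also: 0% = enzyme with no compound and 100% = wells without enzyme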
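System: human alpha-thrombin protein; Compound dosing: one concentration per compound, 5 µM, with 0.2% DMSO; Timing: reaction at room temperature; Technique: AMC fluorescence, 355/460 nm; Controls: enzyme without compound as high, wells lacking enzyme as low.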
KLK5 inh: kallikrein 5 (human) inhibition; Q9Y337; recombinant hK5, fluorogenic AMC substrate cleavage; inhibition, % at 5 µM; actives 0.59% (n = 210,000);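 active = inhibition of 40% or more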;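 also: 0% = enzyme controls without compound and 100% = no-enzyme blanks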
FXIIa inh: blocks human coagulation factor XIIa protease activity; P00748; purified FXIIa, Boc-QGR-AMC fluorogenic substrate, 2 h; inhibition, % at 5 µM; actives 0.3% (n = 220,000); in the data active = inhibition above about 40%;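 also: 0% = enzyme with no compound and 100% = blank without enzyme; many of its hits are not listed in these tables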
Rad51 HR inh: blocks human Rad51 in homologous recombination | AID 1385 | Q06609 | hRad51 DNA strand exchange, fluorescence dequenching | actives 0.085% (n = 200,000) | inhibition, % at 10 µM;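 active = inhibition above 40% at the single screening dose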;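 also: 0% = DMSO control wells and 100% = blanks with heterologous ssDNA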
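material = hRad51 filaments on single-stranded DNA | timing = filaments 15 min 37 °C, then compound 30 min | signal = FRET fluorescence dequenching, excitation 485 nm, emission 520 nm | benchmarks = control wells and blank wells on each plate | evaluation = percent inhibition relative to plate controls and blanks | compound = 10 µM final, single point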
FXIa inh 1536: inhibitors of human coagulation factor XIa; purified FXIa, Boc-Glu-Ala-Arg-AMC fluorogenic substrate; actives 0.14% (n = 220,000); inhibition, % at 5 µM; AID 798;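 active = inhibition of at least 40%; inactive = inhibition below 40%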;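 also: fluorescence of freed AMC excited at 355 nm; 0% = enzyme without compound and 100% = no enzyme blank; many of its hits are not listed in these tables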
Hck-Nef inh: human Hck-Nef kinase inhibition. Recombinant Hck-YEEI plus Nef, Z-Lyte FRET kinase assay. inhibition, % at 20 µM. P08631. actives 0.68% (n = 220,000);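 active = Hck-Nef kinase inhibition above about 50%, limit read from the data; inactive = inhibition below that limit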;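 also: 0% = DMSO with Hck plus Nef and 100% = Hck alone without Nef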
zVAD death inh: L929 zVAD cell death inhibition | L929 zVAD necroptosis rescue, ATP luminescence, 24 h; with zVAD 60 µM | viability rescue, % at 10 µM | actives 0.38% (n = 220,000) | AID 1377;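 active = activation, scaled between plate controls, above about 75%, limit read from the data; inactive = activation under that limit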;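 also: 0% = zVAD with DMSO and 100% = DMSO alone without zVAD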
TNF necrop inh: TNF-alpha cell death inhibition in Jurkat FADD-/- cells; Jurkat FADD-/- TNF necroptosis rescue, ATP luminescence, 24 h; 0 = TNF only, 100 = no-TNF cells; activation (protection from cell death), % at 10 µM; actives 0.068% (n = 220,000);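 active = activation, meaning protection from cell death, of at least 50% relative to plate controls; inactive = activation below 50%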;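 also: necroptosis triggered by 40 ng/mL TNF-alpha added together with compound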
Numbers without * were called inactive; . = not tested or not shown. A portion of the library; count on the stated rates, not on these rows.

SMILES	Cl transport mod	thrombin 1536	KLK5 inh	FXIIa inh	Rad51 HR inh	FXIa inh 1536	Hck-Nef inh	zVAD death inh	TNF necrop inh
CCCNC(=O)Nc1nc2ccccc2s1	-0.46	2	-1	9	1	-1	23	1.8	6.0
CC(C)Cn1c(N)c(C(=O)COC(=O)c2cc(C(F)(F)F)nc3c(C(F)(F)F)cccc23)c(=O)n(C)c1=O	0.74	8	31	25	.	11	-10	-1.0	-2.4
COc1ccc(CCNC(=O)CS(=O)(=O)c2cn(CC(=O)N3CCOCC3)c3ccccc23)cc1OC	-0.021	4	-1	10	-1	-1	-16	0.7	0.1
CCN(CC(=O)Nc1c(F)cccc1F)C(=O)CCc1c[nH]c2ccccc12	0.66	-3	.	8	.	0	5	0.8	0.3
CC(C)CC(=O)NC(=S)Nc1ccc(S(=O)(=O)NC(C)(C)C)cc1	1.3	-4	-15	5	5	5	5	0.5	2.9
COc1cc(CNCc2ccccc2)c(Br)cc1OC1CCCC1	-0.27	2	-10	3	-67	-4	-6	-0.1	1.6
Cc1cccnc1CCNC(=O)CC1C(=O)NCCN1CC1CCCCC1 (stereo unspecified)	0.086	-19	-2	7	5	-5	14	0.9	-0.5
O=C(c1cnsn1)N1CCC(CO)(Cc2cccc(F)c2)CC1	.	-2	-30	3	.	-2	6	-0.3	0.0
Cc1cccc(NCN2C(=O)c3ccccc3C2=O)c1	0.22	-1	5	14	-6	3	2	0.7	-1.5
CC1(C)Cc2c(c(N3CCOCC3)nc3sc(C(=O)N4CCCCC4)c(N)c23)CO1	-0.22	-3	-2	8	-5	1	4	2.4	4.2
Cc1cc(=O)[nH]c(SCC(=O)c2ccc(C)c(C)c2)n1	.	-3	-3	-1	1	-6	-1	1.9	1.3
Cc1ccc(Cl)cc1NC(=O)c1ccc(NC(=O)CCC(=O)O)cc1	1.7	-8	-20	4	4	3	4	0.5	1.7
C/C(=N\NC(=S)Nc1ccc(C)cc1)c1cc2ccccc2o1	90*	-12	-22	2	.	0	3	-0.1	-0.1
O=C(NCc1ccncc1)c1ccc(Oc2ccccc2)cc1	-0.52	.	-6	0	6	-1	24	1.2	-4.6
CCOC(=O)/C=C1\SCC(=O)N1CC(=O)Nc1ccccc1OC(F)F	2	1	-3	7	-6	2	0	-0.3	-1.5
CC(=O)Nc1c(F)cc(Br)cc1F	.	-1	0	8	19	3	9	0.4	-0.7
O=C(c1ccc(C(F)(F)F)cc1)c1c[nH]c(C(=O)NCCCn2ccnc2)c1	0.18	2	-18	6	-5	-1	1	8.1	-1.7
COC(=O)c1ccc(CSc2nc3c(c(=O)n2-c2ccc(Br)cc2)SCC3)o1	-2.7	3	-5	1	-7	2	2	0.3	-5.9
COc1ccc(-c2cn[nH]c2N)c(OC)c1	.	-10	4	-6	-1	-3	1	1.3	1.8
O=C(Nc1ccc(N2CCCCCC2)cc1)c1ccccc1Cl	-0.32	-4	2	5	-3	-3	26	9.0	-3.3
COc1nc(N/N=C/c2ccc(-c3cccc([N+](=O)[O-])c3)o2)nc(N2CCOCC2)n1	-0.18	22	-1	-6	-4	-11	8	5.0	-6.7
O=C(C1CCN(Cc2ccc(F)cc2)CC1)N(CCc1ccccc1)Cc1ccccc1	-1.1	-5	-6	-2	-4	-3	-1	-0.9	3.2
Cc1ccccc1NC(=O)c1ccc([N+](=O)[O-])o1	-0.68	-3	7	11	-1	1	26	-0.4	-8.3
C#CCSc1nnnn1-c1cccc(Cl)c1	-1.9	-6	3	1	6	6	13	0.1	-18
C=CCn1c(CCC(=O)O)ccc1-c1ccccc1	.	0	-2	15	13	1	1	0.2	-0.4
CC1CN(C(=O)c2ccn(C)n2)CC(C)O1 (stereo unspecified)	0.67	0	-7	11	.	9	8	1.1	0.5
COC(=O)CCC(=O)NNC(=O)c1cccc(Br)c1	-0.87	-2	-11	5	11	4	0	0.9	2.1
COc1ccc(NC(=O)COC(=O)/C=C/c2cnc3ccccc3n2)cc1	0.67	-8	-4	3	7	-5	16	0.8	2.1
CC1(OC(=O)CCc2ccccc2)C(=O)C=C2C=C(c3ccc(C#N)cc3)N(CCc3ccccn3)C=C2C1=O (stereo unspecified)	-0.11	-12	3	5	-8	0	5	-0.2	1.6
COc1ccc(CNC(=O)Cc2csc(Nc3nc(=S)[nH]c4ccccc34)n2)cc1	7*	2	-172	15	.	2	19	0.7	1.0
Cc1ccc(C)c(Nc2c([N+](=O)[O-])cc(C(=O)N3CC(=O)Nc4ccccc43)cc2[N+](=O)[O-])c1	-0.6	-1	4	18	-1	1	-2	0.1	-10
Cc1cccc(Cl)c1NC(=S)N1CCN(c2ccc([N+](=O)[O-])cn2)CC1	0.96	-2	2	2	14	1	12	1.2	1.9
COC(=O)C1=C(O)CSC1=Nc1cccc(C(F)(F)F)c1	-1	-4	-5	-12	1	0	0	0.1	-2.8
CC(C)NC(=O)c1cc2ccccc2o1	-0.015	1	11	11	-2	7	12	-0.5	-1.6
O=C(NCc1cccnc1)C1CCCN(Cc2cnn(-c3ccccc3)c2-n2cccc2)C1 (stereo unspecified)	-1.3	-7	3	6	-4	-6	-17	-0.2	0.9
CCOc1ccc(NC(=O)CSc2nnc(COc3c(C)cccc3C)o2)cc1	0.34	2	0	20	6	5	20	1.4	2.0
CCn1c(SCC(=O)NC2CCCCC2)nc2c(c1=O)SC(C)C2 (stereo unspecified)	-0.069	4	-9	10	.	1	0	-0.4	0.1
CCOC(=O)c1[nH]c(C)c(C(=O)Nc2ccccc2F)c1C	0.054	1	-15	7	.	10	0	-1.3	-7.1
Cc1ccc(N/C=C2\CCCCC2=O)c(C)c1	-0.11	-1	-9	12	-11	14	5	0.0	1.1
C/C(=N\NC(=O)c1ccc2c(c1)OCO2)c1ccc(C(=O)O)s1	.	-3	2	7	-3	-2	15	1.2	-0.7
O=C(CSC1=NC2(CCCCC2)N=C1c1ccccc1)Nc1ccc2c(c1)OCCO2	2	-4	1	-2	.	-9	-11	.	5.8
COc1cccc(C(=O)Cn2c(=O)n(CC3CCCO3)c(=O)c3ccccc32)c1 (stereo unspecified)	.	-6	5	-1	-9	-20	1	-0.9	-0.8
O=C(COC(=O)c1ccc(Cl)cc1O)Nc1cccnc1Cl	-1.5	-11	-8	13	-7	4	3	1.0	0.3
CC(C)(C)C(=O)NNC(=O)c1cc2sccc2s1	0.061	3	-5	4	-6	-2	-3	-0.1	1.3
COc1cc(NC(=S)NCCO)c(OC)cc1Cl	0.39	-5	6	0	0	5	8	0.5	4.8
COc1ccc(-n2ncc3c(=O)n(CC(=O)Nc4ccc(S(=O)(=O)N5CCOCC5)cc4)cnc32)cc1	0.89	-8	-13	-2	4	-1	6	0.1	2.5
CC(=O)c1sc(NC(=O)c2ccc(F)cc2)nc1-c1ccccc1	0.22	.	-1	5	3	4	27	0.4	0.4
C=CCNC(=S)N1CCN(c2cccc(C(F)(F)F)c2)CC1	-1.6	24	16	40	15	16	2	3.1	-0.9
COc1ccc(C2NC3=C(CCC3)C3(C#N)C4(N=C(N)C23C#N)OCCO4)cc1 (stereo unspecified)	1.6	-6	3	7	-6	-2	4	0.1	0.2
Cc1ccccc1C(=O)c1ccc2c(c1)n(C)c(=O)n2C	-0.79	-5	-13	1	7	4	0	0.9	-1.7
O=C(CCc1nc2ccccc2c(=O)[nH]1)Nc1ccc(Cl)c(Cl)c1	0.076	-4	-6	16	-11	10	2	1.1	2.6
COc1ccc(-c2noc(CN(C)C(=O)Nc3ccccc3)n2)cc1	-1.1	-5	-3	5	4	-6	-5	0.9	0.6
O=C(c1cccc2ccccc12)C1CCCN(C(=O)CCN2CCCO2)C1 (stereo unspecified)	-0.24	1	.	10	29	2	-3	-0.2	-0.3
CC(=O)Nc1ccccc1NC(=O)C/C(C)=N/NC(=O)c1ccncc1	0.55	-2	3	7	7	0	23	-0.2	-0.7
COc1ccc(N=Cc2sc(O)c3ccccc23)cc1	.	-3	1	4	-223	-4	0	-0.2	-8.9
CC1=C(C(=O)N2CCCCCC2)C2(CCC(C)CC2)OC1=O (stereo unspecified)	0.5	-3	34	2	-2	-7	1	-0.1	-0.8
O=C(OCc1ccco1)c1ccc(S(=O)(=O)N2CCCCC2)cc1	-0.9	-5	-21	10	-18	-5	11	-0.7	-1.3
N#C/C(=C\c1cc2c(cc1Br)OCO2)C(=O)NCC1CCCO1 (stereo unspecified)	0.21	-4	-1	-1	-18	-2	16	2.3	3.4
Cc1ccnc(NS(=O)(=O)c2ccc(NC(=O)Cc3cccs3)cc2)n1	0.067	9	-41	1	-6	8	4	-0.4	-1.6
Cc1ccc(C(=O)C[n+]2cccc3cc(C)ccc32)cc1	0.36	5	1	8	-2	-3	2	-0.5	-0.5

Carrying on.
SMILES	Cl transport mod	thrombin 1536	KLK5 inh	FXIIa inh	Rad51 HR inh	FXIa inh 1536	Hck-Nef inh	zVAD death inh	TNF necrop inh
O=C(N/N=C\CCc1ccccc1)c1ccco1	0.27	-6	0	9	7	-1	2	0.8	0.0
COc1ccc(N(CC(=O)NCC2CCCO2)C(=O)CCC(=O)Nc2nccs2)cc1 (stereo unspecified)	0.47	-6	-12	11	5	1	15	0.2	-0.6
Cn1cc(CCNC(=O)CC2C(=O)NCCN2CC(c2ccccc2)c2ccccc2)cn1 (stereo unspecified)	0.5	0	-2	10	-2	-1	15	0.7	1.6
COc1cc(/C=N/NC(=O)c2ccc(-c3ccccc3)cc2)cc(OC)c1OC	0.39	-2	-14	11	5	-4	2	1.5	2.4
Cc1nn(C(C)C(=O)NNC(=S)Nc2ccc(F)cc2)c(C)c1[N+](=O)[O-] (stereo unspecified)	0.62	6	-112	18	-5	-4	5	0.5	0.5
COc1cc(C2Nc3ccccc3C(=O)N2c2ccccc2)ccc1O (stereo unspecified)	.	1	-39	-5	-1	0	-1	-0.5	-1.8
O=C(Nc1ccc2nc(-c3ccccc3)[nH]c2c1)c1ccco1	-2.3	-3	2	5	-4	3	-1	15	0.0
O=C(O)c1ccccc1CSc1nnc2c(n1)[nH]c1ccccc12	-0.7	-10	-1	3	.	1	-3	0.5	2.0
CC(C)C[C@H](NC(=O)c1nc[nH]c1C(=O)NCCCCCNC(=O)OC(C)(C)C)C(=O)OC(C)(C)C	-0.64	0	1	9	-3	0	-4	0.1	2.2
CC(C(=O)Nc1sc2c(c1C(=O)NCC1CCCO1)CCC2)N1C(=O)c2ccccc2C1=O (stereo unspecified)	-0.78	-2	4	7	-4	11	2	0.0	-0.4

Single records, from the list above. Values in the order: Cl transport mod	thrombin 1536	KLK5 inh	FXIIa inh	Rad51 HR inh	FXIa inh 1536	Hck-Nef inh	zVAD death inh	TNF necrop inh
Cc1nn(C(C)C(=O)NNC(=S)Nc2ccc(F)cc2)c(C)c1[N+](=O)[O-] (stereo unspecified) as listed: 0.62	6	-112	18	-5	-4	5	0.5	0.5
O=C(N/N=C\CCc1ccccc1)c1ccco1 as listed: 0.27	-6	0	9	7	-1	2	0.8	0.0
O=C(O)c1ccccc1CSc1nnc2c(n1)[nH]c1ccccc12 as listed: -0.7	-10	-1	3	.	1	-3	0.5	2.0
O=C(Nc1ccc2nc(-c3ccccc3)[nH]c2c1)c1ccco1 as listed: -2.3	-3	2	5	-4	3	-1	15	0.0
COc1cc(C2Nc3ccccc3C(=O)N2c2ccccc2)ccc1O (stereo unspecified) as listed: .	1	-39	-5	-1	0	-1	-0.5	-1.8

Screening data deposited in PubChem BioAssay by several laboratories.
